High-throughput results: PubChem BioAssay, National Center for Advancing Translational Sciences (NCATS)
Peg3 imprint: inducers of genomic imprint erasure in mouse ES cells | mouse ES Peg3-LacZ reporter, beta-gal luminescence, 40 h | Potency, µM (top dose mostly 60.7 µM), inactives show top-dose activity change, positive = activation, most hits filed as activators | 110,000 tested, 0.02% active | AID 1948;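 note: 0% = negative control wells on the plate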
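Each well holds 300 Peg3LacZ-Neo (maternal) female ES cells incubated 40 h at 37C, 5% CO2. LacZ is measured by BetaGlo luminescence, with AC50 and maximum efficacy derived from dose-response curves.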
p53ts 39C kill: kills p53ts cells at the nonpermissive temperature. H1299-p53A138V viability at 39C, ATP luminescence, 24 h. Potency, µM (highest dose often 46.1 µM), without a hit: top-dose activity change, negative = cell killing, most hits filed as cytotoxic. AID 902. 130,000 tested, 1.5% active; note: nearly all actives have a fitted effect of over 55% in size
p53ts 32C kill: kills p53ts cells at the permissive temperature; Potency, µM (titrated, usually from 46.1 µM), without a hit: top-dose activity change, negative = cytotoxicity, hits mostly cytotoxic; 130,000 tested, 0.93% active; AID 924; H1299-p53A138V at 32C, ATP luminescence viability, 24 h;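 note: 0% = DMSO and -100% = full killing by reference compound; nearly all actives have a fitted effect of over 55% in size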
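H1299-p53 A138V cells (temperature-sensitive p53) exposed 24 h to up to 46 uM compound at 32C, where p53 is wild-type in conformation. Viability read as ATP luminescence and normalised to DMSO and 100 uM tamoxifen. AC50 fitted with the Hill equation.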
IkB signaling: suppresses IkB signaling in ABC-DLBCL reporter cells; Potency, µM (doses to about 57.1 µM), inactives show top-dose IkBa stabilization activation; 110,000 tested, 0.04% active; ABC-DLBCL IkBa-CBG/CBR dual luciferase ratio, 4 h; response scale: scaled: untreated 0%, proteasome inhibitor 100%; active = well fitted curve in the direction sought with a large enough effect in the signal ratio, not every such curve was filed as active; inconclusive = small, poorly fitted or top-dose-only effect, or a change in a side signal; the % refers to the signal ratio;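 note: the direction sought is a rising ratio; 0% = basal untreated cells and 100% = reference inhibitor full response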
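Curves were fitted separately to fusion (green), unfused (red) and ratio luminescence, then classed by r2, magnitude and activity. Cells: OCI-Ly3, 4 h compound plus doxycycline at 37C; 10 uM MG-132 defined full response.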
* = called active by the depositor; ? = inconclusive; nt = not tested or not shown; & = joins results of further samples; ! = a repeat was not active; [ ] = another dose, or the depositor's remark. Unless noted, calls come from the whole dose curve; as a rule, active = well fitted curve in the direction sought with a large enough effect; inconclusive = small, poorly fitted or top-dose-only effect, or another doubt; inactive = no such curve, though single readings can be large; an effect the other way counts as inactive or inconclusive. Unless noted, % is set by controls: 0 for no effect and ±100 for the full control effect; potency is the fitted concentration of half-maximal effect.

SMILES | Peg3 imprint | p53ts 39C kill | p53ts 32C kill | IkB signaling
O=C(O)c1ccc(NC(=O)c2ccc(Br)c(S(=O)(=O)N3CCCC3)c2)cc1 | -6%[10.9 µM] | 27% | -10% | 1.4%
O=C(Nc1cccc(C(F)(F)F)c1)N1CCC(c2nc(-c3ccc(F)cc3)no2)CC1 | -14% | -11% | 3% | ?
CC(=O)NCCn1c(SCC(=O)NCCC2=CCCCC2)nc2ccccc2c1=O | -5% | 18% | 3% | -1.5%
COCCn1c(C(=O)N2CCCC2)cc2c1C[C@H]1CN(C(=O)c3ccccc3)[C@@](Cc3ccc(F)cc3)(C(=O)OC)[C@@H]21 | -10% | -4% | 7% | nt
O=C(Cc1ccc(Br)cc1)N1CCN(c2ccccc2)CC1 | -10% | 1% | -2% | 0.8%
COc1ccc(N2CCN(CC(O)COc3ccc(C)cc3C)CC2)cc1 (stereo not drawn) | -5%[10.9 µM] | ? | -7% | ?
O=S(=O)(NCCc1cn2ccccc2n1)c1ccc2c(c1)OCCO2 | -18% | 18% | -11% | -0.8%
Cc1cc(C(=O)Nc2c(C)n(C)n(-c3ccccc3)c2=O)cs1 | 9% | 6% | -2% | -1.6%
COc1ccc(/C=C/c2onc(C)c2S(=O)(=O)N2CCC(C(=O)N3CCCCC3)CC2)cc1 | -7%[10.9 µM] | -10% | 0% | -0.6%
Cn1cc(S(=O)(=O)NCc2cccs2)c(=O)n(C)c1=O | -13% | 25% | 4% | 3.4%
CC(C)(C)C(=O)/C(C#N)=c1\s/c(=C\c2ccncc2)c(=O)n1CCCN1CCOCC1 | -4% | -3% | -2% | 1.6%
CCn1c(N2CCN(S(=O)(=O)c3ccccc3C(F)(F)F)CC2)nc2ccccc21 | -12% | -3% | -24% | ?
Cc1ccc(N(C)C(=O)c2sc3nc4n(c(=O)c3c2C)CCCC4)cc1C | -9%[10.9 µM] | 10% | 39%[activator] | ?
Nc1ccc(S(=O)(=O)Nc2nccs2)cc1 | 1% | -12% | -12% | 6.6%
FC(F)Sc1ccc(Nc2ncnc3nc[nH]c23)cc1 | -17% | -19% | -23% | -1.7%
O=C(c1c[nH]c(=O)n(-c2ccccc2)c1=O)N1CCc2ccccc21 | -9% | 3% | 0% | -0.8%
CCc1nnc(NC(=O)C2CCCN2S(=O)(=O)c2ccccc2)s1 (stereo not drawn) | -9% | 11% | 6% | 0.0%
Cc1cc(C)n(C(=O)c2ccc(NC(=O)C3CC3)cc2)n1 | -10% | -5% | -15% | 0.9%
CCCS(=O)(=O)N1CCCC(C(=O)NCCN(CC)c2ccccc2)C1 (stereo not drawn) | -25% | -9% | 4% | 0.8%
O=C(CN1CCOc2ccccc21)NC1CCN(Cc2ccccc2)CC1 | -17% | -4% | -5% | 1.2%
COc1ccc(Cl)cc1NC(=O)CN(c1cccc(C)c1C)S(=O)(=O)c1ccccc1 | -20%[10.9 µM] | 4% | 0% | ?
O=C1CN(C(=O)CSc2nnc(-c3ccccc3)n2Cc2ccc3c(c2)OCO3)c2ccccc2N1 | -3% | 6% | 10% | 0.4%
COc1ccc2c(c1)cc(C)c1nnc(SCC(=O)N3CCN(C(=O)c4ccco4)CC3)n12 | -3% | 8% | 11% | -0.8%
CS(=O)(=O)N(CC(=O)Nc1cccc(F)c1)Cc1ccccc1 | -7% | 5% | 6% | 0.6%
O=C(Nc1cccc(Cn2cccn2)c1)c1cc2c(s1)CCCC2 | -29% | -27% | -24% | ?
O=C(NCc1ccco1)c1ccc2c(c1)N(Cc1ccccc1F)C(=O)c1ccccc1S2(=O)=O | -8%[10.9 µM] | -2% | 17% | -2.3%
O=C(O)C1CCCN1S(=O)(=O)c1ccccc1 (stereo not drawn) | nt | 8% | -10% | nt
COc1ccc2c(c1)cc(CNc1ccc(OC)c(OC)c1)c(=O)n2CC(=O)Nc1ccccc1C | 1%[10.9 µM] | -24% | 9% | ?
Cc1cc(NC(=O)CSc2nc3c(c(-c4cccnc4)c2C#N)CCC3)no1 | -8% | 6% | 2% | -0.4%
CCCCCCN(C(=O)CCCCCN1C(=O)NC(C2CC2)C(C(=O)OCc2ccccc2)=C1C)C(C(=O)NCCCC)c1ccc(OCC(=O)OC)c(C(=O)OC)c1 (stereo not drawn) | -20% | 21% | 9% | nt
Cc1cc(C)cc(-n2ccnc(NCc3ccc(F)cc3)c2=O)c1 | -5%[10.9 µM] | -9% | 3% | 0.9%
CC(C)Cn1nc(NC(=O)c2cccc(Cl)c2)c2cc3ccccc3nc21 | -8%[10.9 µM] | 13µM* | -24% | ?
CN(C)CCNC(=O)c1ccc(CS(=O)(=O)c2c(Cl)cccc2Cl)o1 | -13% | 25% | 0% | 0.0%
COc1ccc(CCNC(=O)c2c(-c3ccccc3)noc2C)cc1OC | -9% | 2% | 1% | -1.6%
COc1cc(C(=O)N(Cc2ccco2)Cc2cc3ccccc3[nH]c2=O)cc(OC)c1OC | -11% | -5% | 2% | -0.7%
Cc1ccc(C)c(Cn2nnc3c(=O)[nH]c(C(=O)NCC4CCCO4)nc32)c1 (stereo not drawn) | 3% | 9% | -10% | 1.0%
O=S(=O)(c1ccc2ccccc2c1)N1CCCOC1 | nt | 3% | -2% | 1.2%
O=c1c2sc3ccccc3c2n(Cc2ccccc2)c(=O)n1CCc1ccccc1 | -6%[10.9 µM] | -17% | -1% | ?
CC(C)N(C(=O)Nc1ccc2nccnc2c1)C(C)C | nt | -4% | ? | nt
Cc1cnc2cc(Cl)c(Cl)cc2n1 | nt | 1% | -4% | nt

Four entries from above in a different format.
smiles,Peg3 imprint,p53ts 39C kill,p53ts 32C kill,IkB signaling
COc1ccc(Cl)cc1NC(=O)CN(c1cccc(C)c1C)S(=O)(=O)c1ccccc1,-20%[10.9 µM],4%,0%,?
O=C1CN(C(=O)CSc2nnc(-c3ccccc3)n2Cc2ccc3c(c2)OCO3)c2ccccc2N1,-3%,6%,10%,0.4%
COc1ccc2c(c1)cc(C)c1nnc(SCC(=O)N3CCN(C(=O)c4ccco4)CC3)n12,-3%,8%,11%,-0.8%
CS(=O)(=O)N(CC(=O)Nc1cccc(F)c1)Cc1ccccc1,-7%,5%,6%,0.6%

By substructure, the compounds so far containing a cyano group.
SMILES | Peg3 imprint | p53ts 39C kill | p53ts 32C kill | IkB signaling
CC(C)(C)C(=O)/C(C#N)=c1\s/c(=C\c2ccncc2)c(=O)n1CCCN1CCOCC1 | -4% | -3% | -2% | 1.6%
Cc1cc(NC(=O)CSc2nc3c(c(-c4cccnc4)c2C#N)CCC3)no1 | -8% | 6% | 2% | -0.4%

Remaining list, next part:
SMILES | Peg3 imprint | p53ts 39C kill | p53ts 32C kill | IkB signaling
Cc1ccc(C)c(NC(=O)CCc2c(C)nn(-c3ccc(N4CCCC4)nn3)c2C)c1 | 10%[10.9 µM] | -8% | -1% | 0.6%
Cn1nc(CC(=O)Nc2ccc3c(c2)OCCO3)c2ccccc2c1=O | -18% | 0% | ? | ?
CCOC(=O)N1CCN(C(=O)C2CCCN(c3nc4ccc(OCC)cc4s3)C2)CC1 (stereo not drawn) | -13% | -15% | -16% | -0.9%
Cn1c2ccccc2c2cnn(CC(=O)NCc3ccc(Cl)cc3)c(=O)c21 | -7%[10.9 µM] | 3% | -1% | 2.4%
O=C(NC12CC3CC(CC(C3)C1)C2)N1CCN(S(=O)(=O)c2ccc(Cl)cc2)CC1 | -11% | 3% | 12% | -3.3%
CC1(C)Cc2c(sc3nc(SCC(=O)N4CCOCC4)nc(N)c23)CO1 | -35%[inhibitor] | ? | ? | ?
Oc1cc(O)c2c(c1)O[C@H](c1ccc(O)c(O)c1)[C@H](O)C2 | -8%&0%[16.8 µM] | 4%[20.6 µM] | 0%[20.6 µM] | 0.4%[25.6 µM]
C#CCSc1nc(-c2ccccc2)c2cc(Cl)ccc2n1 | -6%[10.9 µM] | -24% | 1% | 2.9%
COc1cc2cc(C(c3nnnn3C3CCCCC3)N(C)C3CCCCC3)c(=O)[nH]c2cc1OC (stereo not drawn) | -13% | 26% | 23% | ?
CSc1nnc2n(C)c3c(c(=O)n12)C1(CCCC1)Cc1ccccc1-3 | nt | -12% | 14% | nt
CN1CCc2cccc3c2[C@@H]1Cc1ccc(O)c(O)c1-3 | -23% | 10µM*! | 32µM*! | -0.5%[11.4 µM]
CN(C(=O)C1CCOC1)c1nnc(-c2cnccn2)s1 (stereo not drawn) | -10% | 9% | 9% | -0.5%
FC(F)(F)c1cc(NC(=S)N2c3ccccc3-n3cccc3[C@H]2c2cccnc2)cc(C(F)(F)F)c1 | -6%[10.9 µM] | 2%[9.22 µM] | 4%[9.22 µM] | -1.9%[11.4 µM]
Cc1ccc(NC(=O)CCc2c(C)nn(-c3ccc(N4CCOCC4)nn3)c2C)c(C)c1 | -8%[10.9 µM] | -11% | 7% | -0.9%
O=C(NCc1ccc(Cl)cc1Cl)c1ccccn1 | -10% | -19% | -6% | 2.3%
CCOC(=O)c1c(NC(=O)C2CCCN2S(=O)(=O)c2cccc3nsnc23)sc(C)c1C (stereo not drawn) | -7% | 5% | -4% | -0.4%
COc1ccc2nc3c(nc2c1)C(=O)c1ccccc1-3 | nt | ? | ? | nt
CC1(C)CC(=O)CC(C2(O)C(=O)N(Cc3ccccc3)c3ccccc32)O1 (stereo not drawn) | -22% | 13% | 4% | ?
CCOc1ccc(C2CC(=O)c3c([nH]c(C(=O)OC4CCCCCC4)c3C)C2)cc1 (stereo not drawn) | 12%[10.9 µM] | -8% | 0% | -0.5%
Nc1c(C(=O)Nc2ccccc2Cl)c2ccccn2c1C(=O)c1ccccc1 | -6%[10.9 µM] | -1% | 5% | ?
COc1ccccc1NS(=O)(=O)CC12CCC(CC1=O)C2(C)C (stereo not drawn) | -12% | 8% | -11% | 0.9%
Cc1ccc(-n2ncc3c(NCC(C)C)ncnc32)c(C)c1 | -16%[10.9 µM] | -1% | -17% | -1.5%
COc1cc(Cl)c(C)cc1Nc1nc2ccccc2n2cnnc12 | 11%[10.9 µM] | -11% | 5% | -1.7%
Cc1noc(C)c1COC(=O)c1cc(C)n(-c2ccccc2)c1C | -21% | -21% | -5% | 7.7%
COc1cccc(Nc2nc3cc(C)ccc3nc2NS(=O)(=O)c2ccc(Cl)cc2)c1 | -17%[10.9 µM] | 3% | -2% | 1.5%
O=S(=O)(NCc1csc(-c2ccccc2)n1)c1cccc(F)c1 | -7%[10.9 µM] | 2% | 4% | 0.1%
Cn1c(=O)c(C(=O)COC(=O)c2cc(C(F)(F)F)nc3c(C(F)(F)F)cccc23)c(N)n(Cc2ccccc2)c1=O | 0% | -13% | 7% | nt
CCCS(=O)(=O)Nc1cccc(-c2cn3ccc(C)cc3n2)c1 | -4%[10.9 µM] | ? | ? | 1.6%
COc1ccc(NC(=O)C2C3CCC(C3)C2C(=O)O)cc1OC (stereo not drawn) | -2% | 2% | 2% | -2.2%
c1ccc(Cn2nnnc2CN2CCN(c3ncccn3)CC2)cc1 | 6% | 2% | 7% | -0.9%
COc1ccc(NC(=O)c2ccccc2NC(=O)C2CCCO2)cc1 (stereo not drawn) | -33%[inhibitor] | 3% | 5% | ?
COc1ccc(Br)cc1/C=N/Nc1cccc(C(=O)O)c1 | nt | -6% | 6% | nt
Cc1ccc(Cl)cc1N1CCN(C(=O)c2cc3c(-c4ccccc4F)nn(C)c3s2)CC1 | 11%[10.9 µM] | 9% | 11% | -0.1%
COc1cc(-c2noc(-c3ccc(NCC4CCCO4)c([N+](=O)[O-])c3)n2)cc(OC)c1OC (stereo not drawn) | -8%[10.9 µM] | -6% | -9% | -0.9%

4 records picked at random from those above, as already listed:
SMILES | Peg3 imprint | p53ts 39C kill | p53ts 32C kill | IkB signaling
CCCS(=O)(=O)Nc1cccc(-c2cn3ccc(C)cc3n2)c1 | -4%[10.9 µM] | ? | ? | 1.6%
COc1cccc(Nc2nc3cc(C)ccc3nc2NS(=O)(=O)c2ccc(Cl)cc2)c1 | -17%[10.9 µM] | 3% | -2% | 1.5%
COc1ccc(NC(=O)C2C3CCC(C3)C2C(=O)O)cc1OC (stereo not drawn) | -2% | 2% | 2% | -2.2%
COc1ccccc1NS(=O)(=O)CC12CCC(CC1=O)C2(C)C (stereo not drawn) | -12% | 8% | -11% | 0.9%
